Screening results (PubChem BioAssay)
NR2E3 ag-1 – NR2E3 agonists in two-hybrid cells, primary screen, cell-based, luminescence, CHO-S, Gal4-NCOR/VP16-NR2E3; Photoreceptor-specific nuclear receptor (Homo sapiens), Q9Y5X4; luciferase; inhibition of corepressor binding, % at 3.98 µM; 360,000 compounds, 0.35% hits; AID 602229, 2012;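 active = inhibition above the mean of all tested compounds plus 3 SD, cut at about 70% in these data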;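 note: 0% = DMSO with NR2E3 transfected cells and 100% = cells lacking NR2E3 construct; higher means lower luciferase signal from less NR2E3 corepressor binding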
Target sequence (Q9Y5X4 whole entry, looked up, the tested form may be a part): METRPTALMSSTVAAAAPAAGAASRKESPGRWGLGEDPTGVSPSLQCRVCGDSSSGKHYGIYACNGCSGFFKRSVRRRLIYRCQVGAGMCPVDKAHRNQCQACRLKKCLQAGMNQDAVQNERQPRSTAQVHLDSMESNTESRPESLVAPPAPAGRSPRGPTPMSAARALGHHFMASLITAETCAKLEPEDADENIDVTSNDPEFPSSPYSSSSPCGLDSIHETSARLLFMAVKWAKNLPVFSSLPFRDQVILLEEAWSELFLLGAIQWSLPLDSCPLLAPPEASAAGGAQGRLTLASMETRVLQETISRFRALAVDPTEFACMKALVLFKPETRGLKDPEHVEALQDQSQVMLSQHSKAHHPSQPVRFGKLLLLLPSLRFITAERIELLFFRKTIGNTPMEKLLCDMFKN
LMP1 NFkB inh – EBV LMP1-driven NF-kappaB luciferase reporter inhibitors, primary screen, cell-based, luminescence, single point; LMP1-induced NF-kappaB luciferase reporter cells; inhibition, % at 12.5 µM; 350,000 compounds, 0.69% hits; in the data active = inhibition above about 41%;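 note: 0% = neutral control wells and 100% = reference inhibitor control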
C8 TRAIL sens – viability loss with TRAIL in NB7+C8 cells, primary screen, TRAIL sensitizer project, cell-based, ATPlite luminescence; inhibition (viability loss, TRAIL sensitization), % at 10 µM; 360,000 compounds, 1% hits; AID 624354, 2012;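 active = compounds causing at least 50% loss of cell viability in the single-dose screen, relative to plate controls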
NR2E3 ag-2 – inhibitors of NR2E3-RetCOR corepressor binding, primary screen, NR2E3 agonist project, biochemical, TR-FRET, GST-NR2E3, biotin-RetCOR; Photoreceptor-specific nuclear receptor (Homo sapiens), Q9Y5X4; 1536-well; inhibition of corepressor binding, % at 4.78 µM; 320,000 compounds, 0.12% hits; AID 2300, 2010;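 active = percent inhibition above the cutoff of mean plus 3 SD of all tested compounds, set per screening campaign, cut at about 20% in these data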;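 note: 0% = DMSO wells and 100% = biotin wells as full block of FRET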
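Test system – NR2E3–RetCOR corepressor complex · Quantity – NR2E3 fusion 1.35 nM · Buffer or medium – Tris pH 7.5 · Incubation – Compound–protein incubation for 5 h at 4 °C · Technique – TR-FRET, Eu(K)-anti-GST donor, streptavidin-D2 acceptor, ex 340, em 617/671 nm · Evaluation – percent inhibition of 671/617 nm emission ratio versus biotin and DMSO controls · Plate – 1536-well format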
Shn3 3UTR inh – reduction of Shn3 3'UTR firefly luciferase signal, primary screen, Schnurri-3 inhibitor project, cell-based, Clone20 osteoblasts, set 2; Clone20 osteoblast Shn3 3'UTR firefly luciferase, 24 h; inhibition, % at 12.5 µM; 360,000 compounds, 0.52% hits;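 active = mean inhibition of at least 75% with every replicate also reaching 75%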;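 note: 0% = median of neutral control wells and 100% = pilot-screen positive control compound; some compounds past the cut are filed as inactive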
HIF-2a inh – HIF-2a reporter inhibitors, primary screen, luminescence, 786-0 RCC cells | 786-0 RCC cells HIF-2a reporter, luciferase luminescence, overnight | inhibition, % at 18.8 µM | 360,000 compounds, 0.72% hits | AID 624352, 2012;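 active = inhibition of the luminescence signal of 40% or more relative to plate controls, in a single-dose primary screen at 18.75 µM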
MITF TRPM1 inh – inhibitors of MITF-dependent TRPM1 promoter reporter, primary screen, cell-based, SK-MEL-5, single point, luciferase | SK-MEL-5 TRPM1 promoter luciferase, 24 h | AID 488899, 2010 | 330,000 compounds, 0.83% hits | inhibition, % at 12.5 µM;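 active = mean inhibition across replicates of 60% or more, whatever share of single replicates reaches that level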; note: values of inactives mirror those of a sister screen read the other way
iPSC survival up – enhancers of single-cell hiPSC survival, primary screen, ATPlite luminescence. 100% = ROCK inhibitor wells, 0% = DMSO. survival enhancement, % at 20 µM. 360,000 compounds, 0.044% hits. AID 602274, 2012; in the data active = survival enhancement above about 18%;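 note: cells exposed to compounds for 16 hours before the ATP read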
* hit, by the source's call; . = no result given. Not all compounds are listed. The share of hits here may be higher or lower than overall.

SMILES | NR2E3 ag-1 | LMP1 NFkB inh | C8 TRAIL sens | NR2E3 ag-2 | Shn3 3UTR inh | HIF-2a inh | MITF TRPM1 inh | iPSC survival up
C[n+]1c(-c2ccc(C=NNC(=O)c3ccc(C(=O)NN=Cc4ccc(-c5cn6ccccc6[n+]5C)cc4)cc3)cc2)cn2ccccc21 | . | -1 | . | . | 2 | . | 5 | .
C[C@@H]1NC(=O)c2cc([N+](=O)[O-])cc(I)c2NCCCC[C@@H](C(N)=O)NC(=O)[C@H](CC(N)=O)NC1=O | . | -7 | . | 6 | -18 | . | -12 | .
CCC(C)Sc1ccc(-c2nc3ccc(C)cn3c2NC2CCCCC2)cc1 (configuration not stated) | . | -5 | . | 3 | 25 | . | -1 | .
CCN1C(=NCCc2cccnc2)N[C@@H](c2ccccc2)C(C(=O)OC)=C1C | . | -3 | . | 1 | -14 | . | -1 | .
CC(C)(C)OC(=O)N1CCC(CC2CC(c3cccc(Br)c3)=NO2)(C(=O)NCC2CCCCC2)CC1 (configuration not stated) | . | 3 | . | -1 | 15 | . | -12 | .
Clc1ccc(C2[C@H]3CN(Cc4cccnc4)[C@H](c4ccccc4)C34CC2(c2ccccc2)C4)cn1 (some centres not stated) | . | -8 | . | 1 | 12 | . | 10 | .
CC(C)(C)n1ncc2c(=O)n(CC(=O)N3CCN(c4ccccc4)CC3)cnc21 | 10 | 3 | . | . | -17 | . | 8 | .
COC(=O)CCCn1cc(CN2CC(N3CCN(Cc4ccccc4F)CC3)CS2(=O)=O)nn1 (configuration not stated) | -24 | . | -5 | . | . | 15 | . | 0.1
CCN(CC)CCN(C)C(c1cc2ccccc2o1)c1nnnn1C(C)(C)C (configuration not stated) | -14 | . | 9 | . | . | 0 | . | 0.1
COC(=O)c1ccc2nc(-c3ccc(F)cc3)c(Cc3ccc(C)cc3)n2c1 | -11 | . | 11 | . | . | -112 | . | 0.3
C[C@@H](NC(=O)[C@@H]1CCCN1C(=O)[C@@H]1CCCN1C(=O)c1cccc(Cl)c1)c1ccccc1 | 16 | . | -3 | . | . | 4 | . | 0.9
O=C1NC[C@H](CCCCN2C[C@H](Cc3ccccc3)N(CC3CCCCC3)C(=O)C2=O)N(CCC2CCCCC2)C1=O | -8 | . | 28 | . | . | -15 | . | 0.3
O=C1NC[C@H](CCCCN2CCN(CCC3CCCCC3)C(=O)C2=O)N(CCC2CCCCC2)C1=O | -5 | . | -7 | . | . | 14 | . | 0.4
O=C1NC[C@H](CCCCN2C[C@H](Cc3ccc(O)cc3)N(CCc3ccc(O)cc3)C(=O)C2=O)N(CC2CCCCC2)C1=O | 16 | . | 4 | . | . | 1 | . | 0.0
CCC(c1nnnn1-c1c(C)cccc1C)N1CCN(c2ccc(C(F)(F)F)cc2[N+](=O)[O-])CC1 (configuration not stated) | 53 | . | 14 | . | . | 5 | . | -0.2
Cc1ccc(C)c(N2CCN(C(c3ccccc3)c3nnnn3C(C)(C)C)CC2)c1 (configuration not stated) | 18 | . | 14 | . | . | 0 | . | 0.7
CC(C)C[C@H]1CN([C@@H](Cc2ccccc2)CN2CCC[C@H]2CN2C(=O)C(=O)NC[C@@H]2Cc2ccc(O)cc2)C(=O)C(=O)N1CC1CCCCC1 | -10 | . | -6 | . | . | -1 | . | -0.1
COc1ccccc1Cc1c(C2CCCCC2)nc2cc(C)c(Br)c(C)n12 | -10 | . | 15 | . | . | 4 | . | 0.4
COc1ccc(Cc2c(C3CCCCC3)nc3cc(C)c(Br)c(C)n23)c(C)c1 | -14 | . | 4 | . | . | -8 | . | -0.3
COc1ccc(CCN2C(=O)c3ccccc3C2c2nnnn2C(C)C)cc1OC (configuration not stated) | -18 | . | 6 | . | . | -11 | . | -0.7
COC(=O)[C@@]1(Cc2ccc(OC)cc2)[C@H]2c3cc(C(=O)N4CCCC4)n(CCc4ccc(OC)c(Br)c4)c3C[C@H]2CN1C(=O)c1ccccc1 | -17 | . | 5 | . | . | -47 | . | 0.1
CC(C)C[C@@H](CN1CCC[C@H]1CN1C(=O)C(=O)NC[C@@H]1Cc1ccccc1)N1C[C@H](Cc2ccccc2)N(CCc2ccccc2)C(=O)C1=O | -8 | . | 6 | . | . | -7 | . | -0.4
CC1(c2nnnn2Cc2ccccc2)CCC(=O)N1CCCn1ccnc1 (configuration not stated) | 12 | . | 0 | . | . | 7 | . | 1.1
COCCCn1cc(CN2CC(N3CCN(CCO)CC3)CS2(=O)=O)nn1 (configuration not stated) | 1 | . | 6 | . | . | 17 | . | -1.3

Retrieved by compound from above (3):
SMILES | NR2E3 ag-1 | LMP1 NFkB inh | C8 TRAIL sens | NR2E3 ag-2 | Shn3 3UTR inh | HIF-2a inh | MITF TRPM1 inh | iPSC survival up
COc1ccc(CCN2C(=O)c3ccccc3C2c2nnnn2C(C)C)cc1OC (configuration not stated) | -18 | . | 6 | . | . | -11 | . | -0.7
COc1ccccc1Cc1c(C2CCCCC2)nc2cc(C)c(Br)c(C)n12 | -10 | . | 15 | . | . | 4 | . | 0.4
COCCCn1cc(CN2CC(N3CCN(CCO)CC3)CS2(=O)=O)nn1 (configuration not stated) | 1 | . | 6 | . | . | 17 | . | -1.3

The listing continues:
SMILES | NR2E3 ag-1 | LMP1 NFkB inh | C8 TRAIL sens | NR2E3 ag-2 | Shn3 3UTR inh | HIF-2a inh | MITF TRPM1 inh | iPSC survival up
COCCN1C(=O)CCC1(C)c1nnnn1-c1ccc2c(c1)OCCO2 (configuration not stated) | -7 | . | 0 | . | . | 7 | . | -1.0
O=C(NC1CCCCC1)OC1CC2CC1[C@H]1CCCCN1C2=O (some centres not stated) | 16 | . | -1 | . | . | -4 | . | -0.3
CN1CCN(C2CN(Cc3cn(Cc4cccc(C(F)(F)F)c4)nn3)S(=O)(=O)C2)CC1 (configuration not stated) | -13 | . | 0 | . | . | 4 | . | 0.2
CN(Cc1ccncc1)C(=O)[C@@H]1CCCN1C(=O)[C@@H]1CCCN1 | 6 | . | 2 | . | . | -17 | . | 0.3
O=S1(=O)CC(N2CCN(CCO)CC2)CN1Cc1cn(Cc2cccc(C(F)(F)F)c2)nn1 (configuration not stated) | -10 | . | -16 | . | . | 0 | . | 0.3
CCC(c1nnnn1-c1ccc2c(c1)OCCO2)N1CCN(CC)CC1 (configuration not stated) | 1 | . | -18 | . | . | 1 | . | -0.2
O=C1c2ccccc2C(c2nnnn2Cc2ccccc2)N1Cc1cccnc1 (configuration not stated) | -2 | . | -7 | . | . | 6 | . | 1.7
CCCCCc1c(-c2ccc(F)cc2)ncn1CCc1ccccc1OC | -5 | . | 24 | . | . | 7 | . | 0.4
CC1(C)Cc2cccc(OC(=O)NC3CCCCC3)c2O1 | -1 | . | -6 | . | . | -5 | . | -0.5
CN1CCC(N2CCN(C3CN(Cc4cn(Cc5ccc(F)cc5)nn4)S(=O)(=O)C3)CC2)CC1 (configuration not stated) | -5 | . | -5 | . | . | 6 | . | -0.7
CC(C)C[C@@H](CN1CCC[C@H]1CN1C(=O)C(=O)NC[C@@H]1Cc1ccc(O)cc1)N1C[C@H](Cc2ccc(O)cc2)N(CC2CCCCCC2)C(=O)C1=O | -11 | . | -1 | . | . | -9 | . | -0.4
C#CCNC(=O)C[C@@H]1C[C@@]2(C(=O)OCC)CCC=C2N(Cc2ccc3c(c2)OCO3)C1=O | 9 | . | -5 | . | . | 3 | . | 0.6
COC(=O)[C@]12CCCCC=C1N(Cc1ccccc1)C(=O)[C@H](CC(=O)NCC1CCCCC1)C2 | -6 | . | -2 | . | . | 0 | . | -0.8
O=C(NCc1ccccc1)C1c2ccccc2OCC(=O)N1Cc1ccccc1 (configuration not stated) | 7 | . | -16 | . | . | 6 | . | 0.2
O=S1(=O)N[C@@H](Cc2ccccc2)COc2cc(N3CCN(Cc4ccccc4F)CC3)ccc21 | -13 | . | -10 | . | . | -3 | . | 0.4
CC1(c2nnnn2Cc2ccccc2)CCC(=O)N1Cc1cccnc1 (configuration not stated) | -18 | . | 11 | . | . | 10 | . | 0.5
O=C1N2CCCCC1(Sc1ccccc1)CCC2 (configuration not stated) | -7 | . | 0 | . | . | -3 | . | -0.8
CCOC(=O)c1cc(-c2ccc(N3C(c4ccsc4)=Cc4ccccc4C3CC(C)=O)cc2)cc([N+](=O)[O-])c1 (configuration not stated) | 7 | . | -18 | . | . | 6 | . | -0.1
CCCCC[C@@H](C)N1C[C@H](COCc2ccccc2)Oc2cc(N3CC[C@H](O)C3)ccc2S1(=O)=O | -23 | . | 0 | . | . | 12 | . | -0.9
CCOC(=O)[C@]12CCC=C1N(Cc1ccc(Cl)cc1Cl)C(=O)[C@H](CC(=O)NCc1cccs1)C2 | 12 | . | 7 | . | . | -17 | . | -0.7
CCN(C)C1CN(Cc2cn(Cc3cccc(Cl)c3)nn2)S(=O)(=O)C1 (configuration not stated) | -3 | . | 2 | . | . | 0 | . | -0.1
O=C1NC[C@@H](CCCCN2CCN(Cc3ccccc3)C(=O)C2=O)N(Cc2ccccc2)C1=O | -13 | . | -7 | . | . | 9 | . | 0.0
O=S1(=O)CC(N2CC=CC2)CN1Cc1cn(Cc2ccc(F)cc2)nn1 (configuration not stated) | -9 | . | 1 | . | . | 11 | . | 1.5
CCC(=O)N1Cc2cc(C(=O)Nc3nccs3)nc(-c3cccc(-c4ccccc4OC)c3)c2[C@@H]1CCO | 23 | . | 33 | . | . | -30 | . | -1.2
Cc1ccc(S(=O)(=O)N2C[C@@]3(O)Cn4c(=O)ccc(=O)n4C[C@@]3(OC(=O)NCC3CCCCC3)C2)cc1 | -8 | . | 0 | . | . | -83 | . | 0.8
CC(C)n1nnnc1C1c2ccccc2C(=O)N1Cc1ccccc1 (configuration not stated) | 12 | . | 9 | . | . | 3 | . | -0.1
N#Cc1cccc(OCCCN2CCC(C(O)(c3ccccc3)c3ccccc3)CC2)c1 | -14 | . | -18 | . | . | -15 | . | -1.2
C[C@H](c1ccccc1)N1C[C@H](COCc2ccccc2)Oc2cc(N3CC[C@H](N(C)C)C3)ccc2S1(=O)=O | -2 | . | 13 | . | . | -13 | . | -1.4
O=C(NCc1ccc(F)cc1F)[C@@H]1CCCN1C(=O)[C@@H]1CCCN1C(=O)c1cccc(Cl)c1 | 5 | . | 2 | . | . | 0 | . | -1.4
CCCCC(O)C1=C[N+](=O)CC=C1 (configuration not stated) | -16 | . | 5 | . | . | 17 | . | -2.0
CCCCCCCCN1C(=O)[C@H](CC(=O)NCc2ccc(OC)c(OC)c2)C[C@@]2(C(=O)OCC)CCCC=C12 | -12 | . | 1 | . | . | -9 | . | 0.0
CC(C)(C)OC(=O)N1C(=O)[C@](OC(=O)c2ccccc2)(c2ccccc2)c2cccc(F)c21 | -15 | . | 13 | . | . | 6 | . | -0.6
Nc1nc2ncccc2cc1C(=O)NC1CCCCC1 | -23 | . | -6 | . | . | 8 | . | 0.2
CCCCOCCCNC(=O)C[C@@H]1C[C@@]2(C(=O)OCC)CCC=C2N(CCC2=CCCCC2)C1=O | 2 | . | -13 | . | . | 1 | . | 0.1
